Screens as filed in PubChem.
Cardiac RTF inh: cardiac RTF calcium desensitization; IANBD-labeled cardiac RTF, Ca2+ fluorescence; inhibition, % at 7.15 µM; 340,000 compounds, 0.12% hits; P19429+P45379; AID 493244;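 active = inhibition above the mean inhibition of all tested compounds plus 3 SD, cut at about 17% in these data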;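 also: assay run at fixed EC70 calcium of 1.6 mM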
C-LANA FP: inhibitors of KSHV LANA C-terminal domain DNA binding; 340,000 compounds, 0.078% hits; MBP-C-LANA/FAM-LBS DNA binding, fluorescence polarization; inhibition, % at 9 µM;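 active = highest replicate inhibition at or above 60% at 9 µM, even if other replicates fall short; inactive = all replicates below 60% inhibition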;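 also: 0% = neutral control wells and 100% = 4 µM acridine orange control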
Keap1 Nrf2 FP: inhibitors of human Keap1-Nrf2 protein-protein interaction; Q14145; Keap1 Kelch-Nrf2 peptide fluorescence polarization, 1536-well; inhibition, % at 9.4 µM; 340,000 compounds, 0.15% hits; in the data active = inhibition above about 12%; inconclusive = no clear call, values can overlap the other calls; inactive = below about 7.3%;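 also: human Keap1 Kelch domain with fluorescein labeled Nrf2 9mer peptide probe; 0% = neutral control wells and 100% = peptide positive control; higher means more block of Keap1 binding to Nrf2 peptide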
Arrestin-AP2 inh: human beta-arrestin and AP2 interaction inhibition. FITC-arrestin peptide / GST-AP2 beads, flow cytometry; AP2 beta2 appendage carries R879A mutation. inhibition, % at 10 µM. 340,000 compounds, 0.31% hits;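 active = inhibition above a set limit, near 3 SD of compounds lacking own fluorescence, cut at about 54% in these data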;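 also: plate controls were DMSO wells for no effect and 5 µM unlabelled arrestin peptide for full effect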
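System: GST-AP2 R879A glutathione beads | Also added: FITC-arrestin peptide, 50 nM | Times: 12 min plus 1 h, RT | Signal: Bead flow cytometry, FITC channel | Buffer or medium: PBS with 0.05% Tween 20 and 0.1% BSA | Read-out basis: Percent drop in bead-associated FITC signal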
V-ATPase pH: regulators of yeast V-ATPase proton transport. 350,000 compounds, 0.37% hits. S. cerevisiae, pHLuorin cytosolic pH fluorescence. response, % at 10 µM; in the data active = response mostly above about 7.3%, no sharp cut-off; inactive = mostly below about 5.4%; also: actives read high; inactives centre near 0; some compounds called inactive have numbers as strong as hits; reference of the scale not given here
OPRM1-OPRD1 inv: inverse agonists of human mu-delta opioid receptor heterodimerization; 340,000 compounds, 0.21% hits; P35372+P41143; cell-based MOR-DOR heterodimer luminescence, inverse agonism; inhibition, % at 9.3 µM; in the data active = inhibition above about 22%, passing the limit was not always enough;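 also: 0% = cells with DMSO and 100% = wells without cells with DMSO; values of inactives mirror those of a sister screen read the other way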
Wnt act: activates Wnt/beta-catenin signaling in a reporter cell assay | activator, plate reader | 300,000 compounds, 1.2% hits | activation, % at 9.35 µM | AID 743398; in the data active = activation above about 30%, passing the limit was not always enough; inconclusive = no clear call, values can overlap the other calls;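 also: 0% = neutral control wells and 100% = positive control wells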
RTF Ca sens act: cardiac RTF calcium sensitization. P19429+P45379. IANBD-labeled TnC RTF fluorescence at EC20 calcium; 0% EC20 calcium, 100% full calcium. activation, % at 7.2 µM. 340,000 compounds, 0.24% hits;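 active = activation above the mean over all tested compounds plus 3 SD, cut at about 30% in these data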;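 also: rise in fluorescence read as greater calcium sensitivity of cardiac thin filaments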
Pemphigus Ab inh: inhibitors of pemphigus antibody binding to human desmoglein-3; DSG3-coupled beads, scFv-anti-DSG3-GFP binding, flow cytometry; stronger effect = lower value; binding (percent of control), % at 10 µM; 310,000 compounds, 0.48% hits;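 active = binding more than 3 SD below its plate's average and above zero; inconclusive = below that plate limit but binding exactly zero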; also: some compounds called inactive have numbers as strong as hits
Target sequence (P32926 whole entry, looked up): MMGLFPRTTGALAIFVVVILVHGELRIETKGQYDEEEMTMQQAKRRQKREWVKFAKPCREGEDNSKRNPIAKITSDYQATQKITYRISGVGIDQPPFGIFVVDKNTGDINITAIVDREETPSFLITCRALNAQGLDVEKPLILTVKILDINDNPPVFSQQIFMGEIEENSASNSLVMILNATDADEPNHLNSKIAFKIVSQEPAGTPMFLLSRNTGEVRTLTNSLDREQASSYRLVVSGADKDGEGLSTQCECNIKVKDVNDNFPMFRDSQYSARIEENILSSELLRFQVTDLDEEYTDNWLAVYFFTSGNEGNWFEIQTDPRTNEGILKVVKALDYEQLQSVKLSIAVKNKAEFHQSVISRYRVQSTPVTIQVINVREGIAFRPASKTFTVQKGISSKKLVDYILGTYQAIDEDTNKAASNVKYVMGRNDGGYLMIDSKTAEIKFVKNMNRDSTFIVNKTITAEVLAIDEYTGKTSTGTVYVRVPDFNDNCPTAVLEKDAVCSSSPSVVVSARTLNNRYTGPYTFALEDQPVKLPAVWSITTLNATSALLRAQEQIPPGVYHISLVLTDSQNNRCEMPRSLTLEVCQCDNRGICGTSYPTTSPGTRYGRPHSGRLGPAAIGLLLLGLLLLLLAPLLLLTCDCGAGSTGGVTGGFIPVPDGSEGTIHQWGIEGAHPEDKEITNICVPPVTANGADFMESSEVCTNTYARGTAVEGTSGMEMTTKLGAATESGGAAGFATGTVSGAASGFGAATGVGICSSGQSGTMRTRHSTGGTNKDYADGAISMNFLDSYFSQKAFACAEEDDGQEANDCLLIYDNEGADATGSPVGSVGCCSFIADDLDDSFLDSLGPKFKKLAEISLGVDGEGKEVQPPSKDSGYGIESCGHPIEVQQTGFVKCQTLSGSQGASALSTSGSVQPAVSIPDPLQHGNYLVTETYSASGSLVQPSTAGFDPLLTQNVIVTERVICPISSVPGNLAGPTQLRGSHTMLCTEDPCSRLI
OPRM1-OPRD1 ag: OPRM1-OPRD1 heterodimerization agonism. P35372+P41143. cells, luminescence. activation, % at 9.3 µM. 340,000 compounds, 0.3% hits. AID 504326; in the data active = activation above about 18%;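 also: 0% = vehicle-treated cells and 100% = reference agonist; values of inactives mirror those of a sister screen read the other way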
Starred values were filed as active, the others as inactive; ? = inconclusive; / = not tested or not shown.

SMILES | Cardiac RTF inh | C-LANA FP | Keap1 Nrf2 FP | Arrestin-AP2 inh | V-ATPase pH | OPRM1-OPRD1 inv | Wnt act | RTF Ca sens act | Pemphigus Ab inh | OPRM1-OPRD1 ag
COc1ccc(/C=C(\NC(=O)c2ccc(OC)cc2)C(=O)Nc2ccccc2C(=O)O)cc1 | -3 | 0.9 | -8 | -9 | -2 | 5 | 0 | -3 | 95 | -0.9
CCn1c(SCC(=O)c2[nH]c(C)c(C(C)=O)c2C)nnc1-c1ccccc1 | -7 | -1.1 | 4 | 2 | -4 | -1 | / | -5 | 97 | 0.3
Cc1n(C)c2cc(Cl)ccc2[n+]1Cc1ccccc1 | -5 | -1.4 | -3 | 16 | -1 | 8 | -1 | 1 | 109 | -1.5
O=C(NC(=S)Nc1cc(S(=O)(=O)N2CCOCC2)ccc1N1CCOCC1)c1ccco1 | -5 | -0.5 | -4 | -11 | 1 | 17 | 1 | 1 | 101 | -3.3
Cc1ccccc1-c1nc(Cc2ccc(Cl)cc2)no1 | -1 | 1.5 | 1 | -6 | 4 | -36 | 8 | -1 | 101 | 6.0
CC(=O)Nc1ccc(S(=O)(=O)NCc2nc(-c3ccccc3Cl)no2)cc1 | -3 | -2.8 | 5 | -9 | -3 | -2 | -3 | -5 | 95 | 0.3
CN(C)S(=O)(=O)c1ccc(C(=O)Nc2ccc(Cl)cc2)cc1 | -4 | -0.1 | 7 | 0 | 0 | -14 | 10 | 5 | 97 | 2.5
CC(=O)c1ccc(N2CCN(C(=O)c3nn(C)c4c3CS(=O)(=O)c3ccccc3-4)CC2)cc1 | -2 | -0.6 | -6 | 0 | 2 | 0 | 0 | -1 | 102 | 0.0
CCOc1cc(NC(=S)NCc2ccco2)c(OCC)cc1NC(=O)CC | 8 | -0.1 | 0 | 7 | 0 | 5 | / | -1 | 111 | -1.0
CC(=O)C1=C(C)NC(C)=C(C(C)=O)C1c1ccc(-c2ccccc2Cl)o1 | 1 | 1.4 | -5 | 11 | -6 | 4 | / | -10 | 102 | -0.9
CCOc1ccc(N2C(=O)CC(/C=C3/N(C)c4ccccc4C3(C)C)C2=O)cc1 (stereo not drawn) | -3 | -1.2 | -9 | -3 | -1 | -20 | -3 | 4 | 109 | 3.3
CN(C)S(=O)(=O)c1cccc(COC(=O)c2cc([N+](=O)[O-])ccc2N2CCOCC2)c1 | -16 | 0.4 | -4 | -6 | 1 | 7 | -2 | 3 | 107 | -1.4
CCS(=O)(=O)c1nc(S(=O)(=O)c2ccc(Cl)cc2)c(NCCN2CCOCC2)s1 | -6 | 2.1 | -5 | -1 | -1 | 5 | -1 | 2 | 98 | -1.0
CCOC(=O)N1CCN(C(=O)c2cccn3c(=O)c4sccc4nc23)CC1 | -3 | -0.6 | 5 | -5 | -2 | 8 | 0 | 3 | 105 | -1.5
CC1(c2ccc(Cl)cc2)NC(=O)CS1 (stereo not drawn) | 1 | 0.7 | -5 | -5 | -3 | 18 | -1 | -3 | 88 | -3.5
COc1ccc(F)cc1Cn1nc(C(=O)O)c2ccccc2c1=O | -5 | 0.4 | 3 | 11 | 1 | 4 | -3 | -11 | 103 | -0.7
CCc1ccccc1N(CC(=O)NC(C)C)C(=O)CCC(=O)Nc1nccs1 | 3 | -4.9 | -4 | 3 | -1 | 16 | -3 | 5 | 114 | -3.3
COc1ccc(OC)c(S(=O)(=O)CC(O)CS(=O)(=O)c2ccccc2)c1 (stereo not drawn) | -4 | -1.4 | -3 | 0 | 8 | 12 | -1 | 0 | 111 | -2.2
COc1ccc(N2CCN(c3cc(C)nc4ccc(OC)cc34)CC2)cc1 | -3 | -0.9 | -1 | 2 | -3 | 13 | -2 | -9 | 100 | -2.4
COc1cc(/C=N/N2CCN(C3c4ccccc4-c4ccccc43)CC2)cc(OC)c1O | -2 | 0.0 | -5 | / | -2 | -14 | / | -3 | 99 | 2.7
Cc1ccc(OCC(=O)Nc2cnn(CCCC(=O)O)c2)c([N+](=O)[O-])c1 | -8 | -0.9 | -1 | 5 | -3 | -2 | 0 | 2 | 100 | 0.4
C=CCn1c(SCC(=O)Nc2ccccc2OC)nc(O)c(CC)c1=O | -6 | -1.0 | 4 | -2 | -2 | -1 | / | -4 | 100 | 0.1
CCn1c(=N)n(CC(O)c2ccco2)c2ccccc21 (stereo not drawn) | 3 | 1.8 | -3 | 6 | -1 | 5 | / | 4 | 107 | -1.0
Cc1ccc(C(=O)N/N=C/C=C/c2ccccc2)o1 | -18 | -1.0 | 3 | -11 | 5 | -13 | -1 | 9 | 103 | 2.5
CC(C)CC(=O)N/C(N)=N/c1nc2ccccc2s1 | 3 | 6.2 | 2 | 6 | 3 | -44 | / | -2 | 114 | 8.8
C=CCn1c(CSc2nc3ccccc3s2)nnc1SCC(=O)NCc1ccccc1 | -2 | -1.0 | 2 | -1 | 4 | 16 | / | -3 | 102 | -4.0
C[C@H](CO)N1C[C@H](C)[C@@H](CN(C)Cc2ccc(Oc3ccccc3)cc2)Oc2ccc(NC(=O)Cn3cnnn3)cc2C1=O | 7 | 1.2 | -6 | -4 | -1 | -3 | -1 | -6 | 109 | 0.5
C/C(=C\C1CCCCC1)C(NC(=O)c1ccc(C(F)(F)F)cc1)c1ccc(-c2ccccc2)cc1 (stereo not drawn) | -4 | -0.1 | -1 | 24 | 0 | 9 | -5 | -7 | 101 | -1.6
O=C(Nc1ccc(C(=O)N2CCOCC2)cc1)C1CCCC1 | -6 | 0.0 | 1 | -4 | 3 | 12 | -1 | -12 | 98 | -2.6
CCc1nnc(NS(=O)(=O)c2ccc(N/C=C\C(=O)c3ccc4ccccc4c3)cc2)s1 | -32 | -1.1 | -5 | -5 | -2 | 10 | 2 | -10 | 88 | -2.1
O=C(Cn1ccc2ccccc2c1=O)NCCC(=O)N1CCN(c2cccc(Cl)c2)CC1 | -11 | -0.7 | -4 | -2 | 0 | -3 | -5 | 11 | 105 | 0.5
COc1cccc(OC)c1C(=O)OCC(=O)NCC(C)C | -3 | -1.7 | -2 | 41 | 0 | 4 | -1 | 5 | 97 | -0.8
CC1=C(C(=O)OC(C)C)C(/C=C/c2ccccc2)NC(=O)N1 (stereo not drawn) | -5 | 0.0 | -7 | 4 | -1 | 7 | 0 | 4 | 100 | -1.3
O=S(=O)(c1cccs1)N1CCN(Cc2ccccc2)CC1 | 4 | 0.7 | -1 | 26 | -2 | 6 | -2 | -1 | 99 | -1.2
COc1ccccc1NS(=O)(=O)c1cccc2cccnc12 | -5 | -0.2 | 1 | 14 | -2 | 14 | -6 | 0 | 106 | -2.7
COc1ccccc1CC(=O)Nc1ccc(C(=O)N2CCCCC2)cc1 | -3 | 0.7 | -2 | -2 | 2 | 12 | 1 | 4 | / | -2.2
Cc1ccc(C)c(S(=O)(=O)/N=C2\C=C(NS(=O)(=O)c3ccccc3)C(=O)c3ccccc32)c1 | -9 | 1.1 | 3 | 24 | -1 | 24 | -3 | -8 | 107 | -4.5
CCOC(=O)NC(NCc1cccc(C(F)(F)F)c1)(C(F)(F)F)C(F)(F)F | 4 | 1.5 | -4 | -5 | -1 | 8 | -1 | -1 | / | -1.6
COc1ccc(NC(=O)Nc2cccc3c2O[C@H](CN(C)S(=O)(=O)c2cn(C)cn2)[C@@H](C)CN([C@H](C)CO)C3=O)cc1 | -30 | -0.3 | -4 | -7 | 1 | 16 | -1 | -6 | 99 | -2.8
CN(CCOc1ccccc1)CC(=O)Nc1cc([N+](=O)[O-])ccc1Cl | 11 | 2.9 | -3 | 5 | 2 | 9 | -2 | 2 | 113 | -1.9
CCOC(=O)c1ccc(CC2SC(N)=NC2=O)cc1 (stereo not drawn) | -10 | 5.0 | -2 | -10 | 1 | 8 | 2 | 7 | 101 | -1.6
CN1CCC(OC(=O)c2ccc(Br)cc2)CC1 | -7 | 0.3 | 6 | 3 | 5 | 8 | -6 | -4 | 99 | -1.6
CC1(c2ccc(OC(F)F)cc2)NC(=O)N(CC(=O)Nc2cccc(F)c2)C1=O (stereo not drawn) | 5 | -5.5 | -2 | 3 | -6 | -7 | ? | -1 | / | 1.3
O=C(OCN1C(=O)c2ccccc2C1=O)/C(=C\c1ccco1)NC(=O)c1ccccc1 | -9 | 1.6 | -3 | 6 | -3 | -8 | -1 | 1 | 97 | 1.7
CC(C)NC(=O)Cn1cnc2c1c(=O)n(C)c(=O)n2C | -2 | -0.3 | 0 | 25 | -2 | / | -5 | 0 | 101 | /
O=C(CCl)NCc1cc(-c2ccc(Cl)cc2)no1 | 4 | -0.8 | -8 | 2 | -1 | 7 | 1 | -3 | 98 | -1.3
C=C1C(=O)O[C@@H]2[C@H]1CC[C@H](C)[C@]1(O)CCC(=O)[C@@]21C | 1 | 1.5 | -9 | -13 | 2 | 4 | 7 | -4 | 91 | -0.9
COc1ccccc1C(=O)C1CCCN(C(=O)C2CCCC2)C1 (stereo not drawn) | -13 | 0.0 | 0 | -8 | 1 | 18 | -2 | -5 | 88 | -3.4

Structural class, the compounds so far with two or more sulfur atoms.
SMILES | Cardiac RTF inh | C-LANA FP | Keap1 Nrf2 FP | Arrestin-AP2 inh | V-ATPase pH | OPRM1-OPRD1 inv | Wnt act | RTF Ca sens act | Pemphigus Ab inh | OPRM1-OPRD1 ag
O=C(NC(=S)Nc1cc(S(=O)(=O)N2CCOCC2)ccc1N1CCOCC1)c1ccco1 | -5 | -0.5 | -4 | -11 | 1 | 17 | 1 | 1 | 101 | -3.3
CCS(=O)(=O)c1nc(S(=O)(=O)c2ccc(Cl)cc2)c(NCCN2CCOCC2)s1 | -6 | 2.1 | -5 | -1 | -1 | 5 | -1 | 2 | 98 | -1.0
COc1ccc(OC)c(S(=O)(=O)CC(O)CS(=O)(=O)c2ccccc2)c1 (stereo not drawn) | -4 | -1.4 | -3 | 0 | 8 | 12 | -1 | 0 | 111 | -2.2
C=CCn1c(CSc2nc3ccccc3s2)nnc1SCC(=O)NCc1ccccc1 | -2 | -1.0 | 2 | -1 | 4 | 16 | / | -3 | 102 | -4.0
CCc1nnc(NS(=O)(=O)c2ccc(N/C=C\C(=O)c3ccc4ccccc4c3)cc2)s1 | -32 | -1.1 | -5 | -5 | -2 | 10 | 2 | -10 | 88 | -2.1
O=S(=O)(c1cccs1)N1CCN(Cc2ccccc2)CC1 | 4 | 0.7 | -1 | 26 | -2 | 6 | -2 | -1 | 99 | -1.2
Cc1ccc(C)c(S(=O)(=O)/N=C2\C=C(NS(=O)(=O)c3ccccc3)C(=O)c3ccccc32)c1 | -9 | 1.1 | 3 | 24 | -1 | 24 | -3 | -8 | 107 | -4.5
